HepG2 tox – HepG2 cytotoxicity, counter-screen for TGF-b inhibitors | Potency, µM (doses to about 46.1 µM), without a hit: top-dose activity change, negative = cytotoxicity, usual class: cytotoxic | actives 0.76% (n = 410,000) | HepG2 CAGA-GFP viability, ATP luminescence, 18 h | AID 588856; further: potency means the concentration at half of the fitted maximal effect; some results filed as inactive show a strong effect at the top dose
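HepG2 CAGA-GFP cells (1000/well, DMEM with 1% FBS) received compound, then TGF-beta at 500 pg/mL final, and were incubated 18 hours at 37 degrees C. Viability was read by CellTiter-Glo luminescence. Media-only wells were set as complete cell-killing and DMSO as no toxicity.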
pAkt inh – inhibitors of Akt phosphorylation. Neuro2A IGF-stimulated pAkt S473 HTRF, 20 min; hits give low values. activity change, % for hits at 50 µM. actives 0.32% (n = 360,000); in the data active means activity change below about -80%; inconclusive means mostly about -51% to -80%; further: on the % scale 0 is the no-effect control and ±100 the full control effect
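Single-point screen (50 µM final compound) in Neuro2A cells stimulated 20 min with 6 nM IGF at 37 deg C. After lysis, Ser473-phosphorylated Akt read by HTRF (ex 330 nm, em 615/665 nm) as the 665/615 ratio.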
TGFb SMAD3 inh – blocks TGF-b signaling. HepG2 CAGA-GFP TGF-b/SMAD3 reporter, GFP fluorescence, 18 h; TGF-beta stimulated, 500 pg/mL final. Potency, µM (series often up to 46.1 µM), for the others: at the top dose activity, negative = inhibition, usual class: inhibitors. actives 1.2% (n = 410,000); further: potency means the concentration at half of the fitted maximal effect; on the % scale 0 is the no-effect control and ±100 the full control effect; nearly all actives have a fitted effect of over 65% in size
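Smad-responsive CAGA-GFP expression was quantified in HEPG2 cells exposed to compounds and 500 pg/mL final TGF-beta for 18 h at 37 degrees C; unstimulated wells defined full inhibition.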
S2 tox – reduces viability in counter-screen for ATXN expression inhibitors; actives 0.49% (n = 400,000); S2 cells (HEK-293 line with an ATXN2-luciferase reporter) viability, CellTiter-Fluor protease fluorescence, 24 h; AID 651635; Potency, µM (titrated, usually from 56.7 µM), most hits filed as cytotoxic; further: potency means the concentration at half of the fitted maximal effect; nearly all actives have a fitted effect of over 40% in size
CCT chaperon mod – cytosolic chaperonin activity modulation | AID 651819 | purified chaperonin ATPase assay, HTRF ADP detection, 30 min | activity change, % (no concentration beside the values), hits read low | actives 0.3% (n = 360,000); in the data active means activity change below about -30%; further: on the % scale 0 is the no-effect control and ±100 the full control effect
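TRiC at 40 or 20 nM final (batch-dependent) in 30 mM Tris pH 7.4, 100 mM KCl, 5 mM MgCl2, 1 mM DTT, with compound at single 76 uM and 10 uM ATP, 30 min at 37 deg C. ADP detected by HTRF Transcreener, 665/615 ratio.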
Nrf2 block – blocks Nrf2 signaling | A549 ARE-Fluc reporter, luciferase luminescence, 18-24 h | Potency, µM (series often up to 46 µM), for inactives: top-dose activity change, negative = inhibition, usual class: inhibitors | actives 2.1% (n = 360,000) | AID 504444; further: potency means the concentration at half of the fitted maximal effect; on the % scale 0 is the no-effect control and ±100 the full control effect; nearly all actives have a fitted effect of over 60% in size
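Quantitative HTS in A549 cells stably bearing an antioxidant response element-firefly luciferase construct. Inhibition of Nrf2-driven transcription was scored by luminescence after 18-24 h of compound exposure at 37 °C.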
MmCpn inh – M. maripaludis TRiC chaperonin inhibition | purified Mm-Cpn ATPase, ADP Transcreener TR-FRET | Potency, µM (series often up to 76.9 µM), for inactives: top-dose activity, negative = inhibition, hits mostly inhibitors | actives 0.031% (n = 330,000); further: potency means the concentration at half of the fitted maximal effect; on the % scale 0 is the no-effect control and ±100 the full control effect; nearly all actives have a fitted effect of over 80% in size
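Eu-cryptate anti-ADP/ADP-d2 competition gives a ratio inversely related to ADP. Enzyme at 25 nM was pre-exposed to compound for 10 min, then given 10 uM ATP for 30 min, 37°C throughout.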
A549 tox – kills or reduces viability of A549 cells in Nrf2 counter-screen | A549 ARE-Fluc cells, CellTiter-Fluor viability, 18-24 h | actives 0.16% (n = 390,000) | Potency, µM (top dose mostly 46 µM), without a hit: at the highest dose activity change, negative = cytotoxicity, actives largely listed as inhibitors; further: potency means the concentration at half of the fitted maximal effect; on the % scale 0 is the no-effect control and ±100 the full control effect
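A549 ARE_Fluc cells in 5% FBS OPTI-MEM were exposed to compounds in concentration-response for 18-24 h at 37 deg C. Viability was read by CellTiter-Fluor fluorescence (Ex 405/Em 525) after 30 min, before the luciferase read.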
Nrf2 activator – activators of Nrf2 (ARE) signaling | AREc32 ARE-luciferase reporter (MCF7-derived line), luminescence, 24 h | Potency, µM (doses to about 46.1 µM), for the others: at the highest dose activation, most hits filed as activators | AID 624171 | actives 0.31% (n = 410,000); further: potency means the concentration at half of the fitted maximal effect; % of control where 0% means no effect; nearly all actives have a fitted effect of over 65% in size
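Luminescent ARE reporter assay in AREc32_Fluc cells: overnight plating at 37 deg C, 24 hr compound incubation, Steady-Glo added, 30 min RT before reading.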
Numbers without * were called inactive; i = inactive; u = inconclusive; x = no result given; & = joins results of further samples; [ ] = another dose, or the depositor's remark. Unless noted, the call rests on the fitted dose curve; in most records, active means well fitted curve in the direction sought with a large enough effect; inconclusive means small, poorly fitted or top-dose-only effect, or another doubt; inactive means no such curve, though single readings can be large; an effect the other way counts as inactive or inconclusive.

SMILES	HepG2 tox	pAkt inh	TGFb SMAD3 inh	S2 tox	CCT chaperon mod	Nrf2 block	MmCpn inh	A549 tox	Nrf2 activator
O=C(CS(=O)(=O)c1ccccc1Cl)N1CCOCC1	3%	i	-2%	i	0.9	13%	-1%	-3%	-0.5%
COc1ccc(OCc2cc(C(=O)NCC3(C)COC3)no2)c(Cl)c1	-20%	i	5%	i	1.7	1%	-8%	-4%	2.7%
COc1ccc(CNC(=O)C(CC(C)C)NS(=O)(=O)c2ccc3c(c2)CCN3C(C)=O)cc1 (configuration not stated)	-2%	x	-3%	i	x	0%	x	-1%	0.4%
CC(OC(=O)c1cccs1)C(=O)NCc1ccccc1 (configuration not stated)	-12%	i	2%	i	-0.4	-15%	-1%	-3%	0.4%
Cc1ccc(C2CC(C(F)F)n3ncc(C(=O)Nc4c(C)nn(Cc5c(F)cccc5Cl)c4C)c3N2)cc1 (configuration not stated)	7%	i	u	i	2.4	-1%	0%	-13%	1.0%
Cc1ccc(NC(=O)COc2ccc(/C=N/NC(=O)CSCc3ccccc3)cc2)cc1	-27%	i	-1%	i	-2.9	u	1%	u	0.4%
Cc1ccc2[nH]c(=O)c3cc(C(=O)N(C)Cc4ccco4)sc3c2c1	-34%	i	-11%	i	-0.7	18%	-5%	-13%	u
CSc1ccccc1NC(=O)C1CC(c2ccccc2Cl)=NO1 (configuration not stated)	-41%	i	-17%	i	-0.8	1%	0%	-1%	1.9%
COc1ccc(NC(=O)c2ccccc2Cl)c(NC(=O)c2ccco2)c1	-3%	i	u	i	-3.2	-1%	-3%	-8%	1.6%
CC1CCN(S(=O)(=O)c2ccc(S(=O)(=O)NCc3ccco3)cc2)CC1	0%	i	-14%	i	-1.3	-6%	-4%	-3%	-0.6%
COc1ccc(NC(=O)c2cc(=O)c3ccccc3o2)cc1Cl	0%	i	0%	i	-1.3	u	-1%	-5%	u
CCCCC1(CC(=O)OCC)C(=O)N(c2ccccc2)N(c2ccccc2)C1=O	-14%	i	-4%	i	-2.0	10%	1%	2%	-0.1%
O=C(CCn1cccc1)N1CCc2ccccc21	-38%	i	-3%	i	-2.2	21%	3%	1%	3.9%
CC12CCC(=O)N1C(C(=O)Nc1ccc(F)c(Cl)c1)CS2 (configuration not stated)	2%	i	-4%	i	-1.9	2%	-3%	0%	2.2%
O=C(CSc1nc2ccccc2c(=O)n1-c1ccc(F)cc1F)c1c[nH]c2ccccc12	28%	i	-16%	i	-0.5	u	-4%	-5%	-0.3%
Cc1ccc(NC(=O)C2CCC(C(C)(C)C)CC2)cc1S(=O)(=O)N1CCOCC1 (configuration not stated)	0%	i	u	x	-1.7	21µM*	-4%	-17%	4.3%
O=c1c(Cl)c(NCc2ccc(F)cc2Cl)cnn1C12CC3CC(CC(C3)C1)C2	-7%	i	3%	i	0.9	2%	1%	12%	2.6%
CCC(C)OC(=O)C1C(c2ccccc2)C(C(=O)O)C1c1ccccc1 (configuration not stated)	-51%	i	-8%	i	-3.6	u	1%	u	1.0%
COc1cc(NC(=O)CCN2CCN(C)CC2)cc(OC)c1	-3%	i	-4%	i	3.3	1%	1%	0%	-0.6%
Cc1cccc(C)c1OCc1nc2ccccc2[nH]1	-8%	i	-7%	i	0.5	24%	-3%	6%	3.3%
CC(C)NC(=O)/C(=C\c1cccc([N+](=O)[O-])c1)NC(=O)c1ccccc1	12%	i	-12%	i	0.6	-20%	3%	-4%	-0.2%
COc1ccc(-c2oc3ccccc3c2C#Cc2cncn2C)cc1	-28%	i	-14%	u	0.0	u	1%	14%	5.5%
Cc1ccc(C(C)C)c(OCCN)c1	-4%	i	-8%	i	-1.5	7%	-1%	u	-0.2%
CCCN1Cc2cccc(C(=O)Nc3ccccc3F)c2C1=O	2%	x	0%	i	x	-22%	x	2%	0.6%
CC(OC(=O)C1=COCCO1)C(=O)Nc1ccc(Cl)cn1 (configuration not stated)	5%	i	2%	i	-0.1	8%	1%	-1%	-0.5%

Nrf2 block, what is marked active above
compound,pAkt inh,TGFb SMAD3 inh,CCT chaperon mod,Nrf2 block,MmCpn inh,Nrf2 activator
Cc1ccc(NC(=O)C2CCC(C(C)(C)C)CC2)cc1S(=O)(=O)N1CCOCC1 (configuration not stated),i,u,-1.7,21µM*,-4%,4.3%

Of the compounds above, these contain a furan ring, fused or not:
SMILES	HepG2 tox	pAkt inh	TGFb SMAD3 inh	S2 tox	CCT chaperon mod	Nrf2 block	MmCpn inh	A549 tox	Nrf2 activator
Cc1ccc2[nH]c(=O)c3cc(C(=O)N(C)Cc4ccco4)sc3c2c1	-34%	i	-11%	i	-0.7	18%	-5%	-13%	u
COc1ccc(NC(=O)c2ccccc2Cl)c(NC(=O)c2ccco2)c1	-3%	i	u	i	-3.2	-1%	-3%	-8%	1.6%
CC1CCN(S(=O)(=O)c2ccc(S(=O)(=O)NCc3ccco3)cc2)CC1	0%	i	-14%	i	-1.3	-6%	-4%	-3%	-0.6%
COc1ccc(-c2oc3ccccc3c2C#Cc2cncn2C)cc1	-28%	i	-14%	u	0.0	u	1%	14%	5.5%

Next section.
SMILES	HepG2 tox	pAkt inh	TGFb SMAD3 inh	S2 tox	CCT chaperon mod	Nrf2 block	MmCpn inh	A549 tox	Nrf2 activator
N#C/C(=N\Nc1ccccc1Cl)C(=O)c1ccccc1	-16%	i	u	u	-1.3	u	1%	u	3.6%
Cc1ccc2c(c1)C(=O)C(=O)N2c1ccc(Cl)cc1	-39%	i	u	i	-1.0	u	-1%	4%	2.8%
COc1ccc(-c2oc3ccc(-c4cc(OC)c(OC)c(OC)c4)cc3c2C#Cc2ccccn2)cc1	-10%	i	7%	i	0.6	-9%	1%	-4%	0.1%
O=C(Nc1cccc(Cl)c1Cl)C1CCN(c2ncccn2)CC1	-6%	i	-10%	i	-1.1	9%	0%	-2%	0.4%
COC(=O)c1cnc(Nc2nc(CN)cs2)nc1C(F)(F)F	-16%	i	29%	i	-14	x	x	x	0.5%
Cc1ccc(S(=O)(=O)Oc2ccc(/C=C(/NC(=O)c3ccccc3)C(=O)NCC(=O)O)cc2)cc1	-6%	i	-4%	i	0.8	-10%	1%	2%	0.0%
Cc1nc2ccccc2c(C)c1C(=O)c1ccc(F)cc1	10%	i	-1%	u	-8.6	10%	1%	-4%	2.3%
COc1ccccc1N(CC(=O)NCCc1ccccc1)C(=O)CCC(=O)Nc1cc(C)ccn1	-15%	i	-2%	i	-0.8	-24%	0%	-1%	-0.4%
Cc1ccccc1NC(=S)N(CCc1c(C)[nH]c2ccc(F)cc12)Cc1ccncc1	6%	i	22%	i	-0.4	-24%	-15%	8%	3.3%
Cc1ccc(S(=O)(=O)N2CCCN(C)c3nc4ccccc4nc32)cc1	-14%	i	-1%	i	-2.5	-15%	-11%	-10%	0.3%
Cc1[nH]n(-c2ccc(Cl)cc2)c(=O)c1N=Nc1cccnc1	-39%	i	u	x	-2.4	8%	-4%	0%	4.4%
CCOC(=O)c1cc(C)n(Cc2ccccc2)c1C	-5%	i	-7%	i	-1.8	15%	0%	-8%	0.1%
CCCCC(=O)Nc1cccc(NC(=S)NC(C)=O)c1	-19%	i	-25%	i	-0.9	-6%	1%	4%	1.4%
CCOC(=O)N1CCN(C(=O)c2ccc3c(c2)N(Cc2cc(C)ccc2C)C(=O)c2ccccc2S3=O)CC1 (configuration not stated)	-42%&-44%	i	u	u	1.2	u	3%	u	0.6%&0.9%
C#CCOCCOCCOCCNc1nc(N2CCN(C(=O)[C@H](CCC(=O)O)n3cc(C(N)CO)nn3)CC2)nc(N2CCN(C(=O)[C@H](Cc3cc4ccccc4[nH]3)n3cc(C(N)[C@H](C)CC)nn3)CC2)n1 (some centres not stated)	-6%	i	-5%	i	1.5	7%	x	-3%	-0.5%
CC(=O)Nc1ccc(NC(=O)c2ccc(COc3ccc(Cl)cc3Cl)o2)cc1	-97%	x	u	u	x	4%	x	-3%	4.2%
CC(C)(C)[C@@H]1CCC(=O)N(CC[C@H](Sc2ccc(Br)cc2)c2ccccc2)CC1	-42%&-64%	i	u	u	0.2	u	2%	4%	0.6%
Cc1cc(NC(=O)CSc2nc(=O)cc(N)n2-c2ccc(F)cc2)no1	4%	i	6%	u	-0.8	8%	0%	0%	0.0%
COc1ccccc1NC(=O)C1CCN(c2cnccn2)CC1	-9%	x	-15%	i	x	-9%	x	0%	-0.9%
Cc1ccc(-c2c(C#N)c(N)n3c(nc4ccccc43)c2C#N)cc1	-23%	i	u	i	-0.4	x	1%	u	3.8%
CC(=O)c1cc2ccccc2oc1=O	-7%	i	18%	u	1.9	13%	-2%	5%	2.3%
CC(=O)Nc1ccc(NC(=O)Cn2cnc(S(=O)(=O)N3CCOCC3)c2)cc1	1%	i	2%	i	-0.3	8%	-2%	1%	-0.9%
CC(=O)c1cnn(-c2nc3c(C)cccc3s2)c1C	-17%	x	-3%	i	-1.2	u	-4%	13%	16%
CCOC(=O)c1sc(Nc2nc3c(F)cccc3s2)cc1C	-19%	i	-4%	i	-1.4	0%	-4%	12%	9.3%[9.22 µM]
CC(C)Cc1cc(-c2ccco2)c(C#N)c(N)n1	-21%	i	0%	i	0.6	u	-12%	-3%	u
O=C(O)/C=C\C(=O)Nc1ccccc1C(=O)N1CCN(c2ccc(Cl)cc2)CC1	-5%	i	u	i	0.6	x	1%	3%	3.7%

A draw from above in order of heavy-atom count, highest first:
SMILES	HepG2 tox	pAkt inh	TGFb SMAD3 inh	S2 tox	CCT chaperon mod	Nrf2 block	MmCpn inh	A549 tox	Nrf2 activator
Cc1ccc(S(=O)(=O)Oc2ccc(/C=C(/NC(=O)c3ccccc3)C(=O)NCC(=O)O)cc2)cc1	-6%	i	-4%	i	0.8	-10%	1%	2%	0.0%
O=C(Nc1cccc(Cl)c1Cl)C1CCN(c2ncccn2)CC1	-6%	i	-10%	i	-1.1	9%	0%	-2%	0.4%
N#C/C(=N\Nc1ccccc1Cl)C(=O)c1ccccc1	-16%	i	u	u	-1.3	u	1%	u	3.6%

Assay outcomes as filed in PubChem.
